Bioassay records deposited in PubChem BioAssay by several laboratories.
LYP inhibition: PTPN22 lymphoid phosphatase activity blockers – biochemical, fluorescence intensity, uHTS (AID 1779); inhibition, % at 11.5 µM; hits with a dose series show IC50 in µM; actives 0.054% (n = 290,000); recombinant LYP phosphatase, fluorescence intensity; higher % means a stronger effect;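 also: plate controls were vehicle with enzyme for no effect and no enzyme for full effect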
NOD2 inhibition: NOD2 signaling inhibitors, cell-based, luminescence, uHTS, HEK293 (AID 1566); inhibition, % at 4 µM; hits with a dose series show EC50 in µM; actives 0.63% (n = 290,000); HEK293 NOD2/NF-kB luciferase reporter, luminescence; higher % means a stronger effect; also: many of its hits are not listed in these tables
Siah-1 displacement: blockers of Siah-1 interaction with plectin peptide – biochemical, fluorescence polarization, rhodamine-plectin, uHTS, primary screen (AID 1817); Siah-1 / rhodamine-plectin peptide fluorescence polarization; higher % means a stronger effect; displacement, % at 20 µM; hits with a dose series show IC50 in µM; actives 0.02% (n = 290,000);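 active = displacement of at least 50% at 20 µM, with a fluorescence ratio check between 0.3 and a set limit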;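 also: plate controls were Siah plus tracer with DMSO for no effect and tracer alone without Siah for full effect; strong numbers were not always called active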
NOD1 inhibition: inhibition of NOD1-driven NF-kB reporter – cell-based, luminescence, uHTS, primary screen (AID 1578). one-dose inhibition, % at 4 µM; EC50 in µM for titrated hits. NOD1-driven NF-kB luciferase reporter cells, luminescence; higher % means a stronger effect. actives 1% (n = 290,000); in the data active = inhibition mostly above about 36%, no sharp cut-off; inactive = mostly below about 34%;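 also: HEK-293T reporter cells stimulated with the NOD1 agonist gamma-tri-DAP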
KOR beta-arrestin-1: KOR agonists, beta-arrestin recruitment, primary screen, cell-based, luminescence, uHTS (AID 1777); KOR beta-arrestin recruitment, luminescence; higher % means a stronger effect; one-dose activation, % at 10 µM; EC50 in µM for titrated hits; actives 0.02% (n = 280,000); in the data active = activation above about 50%, passing the limit was not always enough; also: a part of the inactive calls stands beside numbers as strong as those of hits
Salmonella PhoP GFP: inhibitors of PhoP regulon expression, primary screen, Salmonella Typhimurium, GFP reporter (AID 1863); S. Typhimurium PhoP-regulated promoter GFP reporter, 4 h; higher % means a stronger effect; inhibition, % at 50 µM; hits with a dose series show IC50 in µM; actives 0.16% (n = 300,000);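 active = inhibition over 29.93%, a cutoff 3 SD above the screen mean, later confirmed by dose response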;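 also: 0% = low Mg2+ inducing control and 100% = high Mg2+ repressing control; strong numbers were not always called active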
HIV fusion peptide: cell-free HIV fusion peptide-binding blockers – biochemical, uHTS, fluorescence dequenching, primary screen (AID 1986); actives 0.3% (n = 290,000); inhibition, % at 20 µM, or IC50 in µM where a hit was titrated; cell-free peptide binding, fluorescence dequenching, 30 min; higher % means a stronger effect; in the data active = inhibition mostly above about 52%, no sharp cut-off; inactive = mostly below about 76%; also: some results filed as inactive read as strong as hits
Myeloid diff 2: myeloid differentiation induction; calls only at 10 µM; ER-HoxA9 myeloid progenitors, lysozyme-GFP differentiation, flow cytometry; actives 1% (n = 360,000); AID 624256;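 active = normalized GFP-positive differentiation at or above the plate's own cutoff, the solvent-only control mean plus 3 SD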;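 also: cells exposed to compound for four days before flow analysis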
KOR beta-arrestin-2: KOR antagonists, beta-arrestin recruitment, cell-based, luminescence, uHTS (AID 1778) | KOR beta-arrestin recruitment, luminescence, antagonist mode; higher % means a stronger effect | inhibition, % at 10 µM, or IC50 in µM where a hit was titrated | actives 0.091% (n = 290,000); also: strong numbers were not always called active
Myeloid diff 2 GFP+ MAC1+ %: also measured in Myeloid diff 2; calls as there; GFP+ MAC1+ double positive, %; measured here: differentiation confirmed by MAC1 staining
Active calls of the source: *; i = inactive; . = no result given; [ ] = dose if it differs, or a comment. Rule as the data show it, unless noted: active = inhibition above about 50%; inactive = the rest.

SMILES | LYP inhibition | NOD2 inhibition | Siah-1 displacement | NOD1 inhibition | KOR beta-arrestin-1 | Salmonella PhoP GFP | HIV fusion peptide | Myeloid diff 2 | Myeloid diff 2 GFP+ MAC1+ % | KOR beta-arrestin-2
COC(=O)C1CCCN1C(=O)C12CC3CC(CC(C3)C1)C2 (stereo not given) | -7% | 14% | 2% | -1% | -1.2% | 2% | -0.7% | i | 1.0 | 15%
O=C(Cc1ccsc1)N1CCc2c([nH]c3ccccc23)C1c1ccccn1 (stereo not given) | 2% | -4% | 1% | -30% | -4.7% | 8% | -0.7% | i | 0.1 | 1%
COc1ccc(S(=O)(=O)N(C)CC(=O)NCC2CCCO2)cc1OC (stereo not given) | -8% | 19% | 0% | -11% | -2.9% | -1% | 0.0% | i | 0.3 | 3%
COC(=O)CCc1nc2cc(Cl)ccc2n(Cc2ccccc2)c1=O | -5% | 24% | 0% | -8% | 3.0% | 2% | 0.0% | i | 0.2 | 3%
Cc1nc2cc(OCc3cc(C(=O)NC(C)c4cn(C)nc4C)no3)ccc2s1 (stereo not given) | -10% | 3% | 8% | -40% | -3.6% | -2% | -1.0% | i | 0.5 | 20%
O=C(Nc1ccc(Cl)cc1)c1ccsn1 | -1% | -72% | -1% | -84% | 1.3% | -6% | 11% | i | 0.5 | 2%
O=C(Nc1ccccc1)N(C1=NCCCCS1)c1ccccc1 | -8% | -28% | -4% | 4% | -1.0% | -4% | -0.1% | i | 0.8 | -8%
CCn1c(N)c(C(=O)NCC2CCCO2)sc1=S (stereo not given) | -12% | 11% | -3% | -13% | -3.9% | 7% | -1.2% | i | 0.8 | -3%
CC(=O)N1c2ccccc2C(C)(c2ccccc2)CC1(C)C (stereo not given) | -6% | 19% | -2% | 1% | 3.9% | 1% | -0.9% | i | 0.7 | 2%
CCCn1c(NC(=O)C23CC4CC(CC(O)(C4)C2)C3)nc2ccccc21 | 0% | -5% | -8% | 10% | -3.9% | -6% | -2.3% | i | 0.1 | -7%
COc1ccc(NC(=O)CSc2nc(NS(=O)(=O)c3ccccc3)cc(=O)[nH]2)cc1 | 1% | 12% | 8% | -3% | -3.7% | 0% | -0.9% | i | 0.5 | -7%
Cn1c(=O)c2cc(S(=O)(=O)NCCC(=O)Nc3ccccc3F)ccc2n(C)c1=O | -12% | 5% | 3% | -39% | 0.5% | 6% | 2.7% | i | 6.1 | -2%
Cc1ccc(CNC(=O)CC2Sc3ccccc3NC2=O)cc1 (stereo not given) | -2% | 3% | 2% | -24% | 3.2% | -4% | 1.3% | i | 0.3 | -24%[20 µM]
COc1ccccc1/C=N/n1c(N)c(S(=O)(=O)c2cccs2)c2nc3ccccc3nc21 | 7% | -8% | -5% | 1% | 8.8% | -1% | 0.2% | i | 1.1 | -112%
CC(=O)Nc1ccc(S(=O)(=O)NCC(=O)OCC(=O)N2CCCc3ccccc32)cc1 | -5% | -7% | -2% | -37% | 1.1% | 4% | -1.1% | i | 0.7 | 13%
O=C(Nc1cccc(F)c1)/C(=C\c1cccnc1)NC(=O)c1cccs1 | -7% | -7% | 1% | 17% | 3.4% | -1% | -0.4% | i | 0.6 | 0%
COc1cc2c(cc1NC(=O)COc1ccc3ccccc3c1)oc1ccccc12 | -10% | 30% | -1% | -95% | 1.2% | -6% | -1.1% | i | 1.2 | -6%
CCOC(=O)c1ccc(NC(=O)c2nn(C)cc2Br)cc1 | -4% | -57% | 6% | -59% | 0.0% | 4% | 7.3% | i | 0.9 | 27%
CCOC(=O)c1cc2c(=O)n3ccccc3nc2n(CCCOC)c1=NC(=O)C(C)(C)C | -64% | 2% | 1% | 9% | -1.7% | 0% | -1.2% | i | 2.4 | 15%
Cc1ccc(S(=O)(=O)N2CCN(C(=O)C3CCN(C(=O)c4ccccc4C)CC3)CC2)cc1C | -1% | 2% | 20% | -16% | -2.0% | 0% | -1.1% | i | 0.2 | -3%
CCOC(=O)/C=c1\s/c(=C\c2ccc(C#N)cc2)c(=O)n1CC(=O)Nc1cccc(C)c1C | -3% | 19% | -3% | -64% | 5.0% | -10% | 1.8% | i | 0.5 | -68%
O=C(Cn1nc(-c2ccccc2)c2ccccc2c1=O)NN1CCOCC1 | -8% | 6% | -3% | -7% | 3.2% | -9% | -0.3% | i | 0.8 | -17%
Cc1cc(/C=C(\C#N)c2nnc(N3CCOCC3)n2-c2ccccc2)c(C)n1-c1ccccc1 | -10% | 17% | 60% | -3% | -1.2% | 4% | 147% | . | . | 14%
CCOC(=O)C1(CCOC)CCN(Cc2ccc(C(=O)OC)cc2)CC1 | -4% | 4% | 1% | -5% | . | -5% | -1.3% | i | 0.1 | -18%[20 µM]
COc1ccc2cc3cc(C(=O)N4CCCC(C)C4)oc3nc2c1 (stereo not given) | -4% | -69% | 5% | -70% | -3.2% | -7% | 1.1% | i | 5.3 | -38%
CN(C[C@H](Cc1ccccc1)N(C[C@H](Cc1ccccc1)N(CC1(c2ccccc2)CC1)N=O)N=O)N=O | 3% | -12% | 15% | -33% | -1.3% | -12% | 1.2% | i | 0.4 | -7%
CCOc1ccccc1N(CC(=O)N/N=C/c1cc(Br)ccc1OC)S(C)(=O)=O | 6% | -12% | -4% | -24% | 2.3% | 7% | -0.1% | i | 0.6 | -30%
N#CCCN1CCN(Cc2cc(-c3ccccc3)ccc2O)CC1 | -4% | 22% | -3% | -4% | -2.5% | -3% | 0.3% | i | 0.3 | 2%
CN1CCc2c1nc1ccccc1c2N (tested in a mixture with another compound) | -3% | 0% | -11% | 3% | -4.2% | -5% | -0.4% | i | 1.3 | 28%
CCOC(=O)C1=C(C)C(c2ccccc2)NC(=S)N1 (stereo not given) | -10% | 21% | -1% | -9% | -0.4% | 7% | -3.2% | i | 6.3 | 0%
COc1ccc(Nc2ccc([N+](=O)[O-])cn2)cn1 | -9% | -6% | 7% | -18% | -5.8% | 3% | 11% | i | 1.5 | 8%
CCC(C)NC(=O)c1ccc2c(c1)N(Cc1ccccc1)C(=O)CS2 (stereo not given) | -2% | 7% | -6% | -37% | -4.1% | 5% | -0.7% | i | 0.5 | 9%
CCOc1ccc(NC(=O)NNC(=O)c2cc3ccccc3cc2O)cc1 | -8% | 2% | 14% | -23% | 2.1% | -4% | 4.9% | i | 0.5 | -21%
COc1ccc(Cn2nnnc2CN2CCOCC2)cc1 | -3% | 9% | -1% | 0% | 6.7% | -17% | -0.8% | i | 0.3 | -16%
CCc1cccc(C)c1NC(=O)Cc1ccsc1 | -4% | -1% | 3% | -29% | 0.6% | -12% | -1.9% | . | . | -8%
CSc1nc(C)c(Cc2c(F)cccc2Cl)c(=O)[nH]1 | -7% | 10% | 0% | -9% | -3.5% | -7% | 0.8% | i | 0.6 | 35%
O=C(OCCN1C(=O)c2cccc3c(N4CCOCC4)ccc(c23)C1=O)c1cc(Cl)cc(Cl)c1 | 9% | -13% | 3% | -38% | 4.7% | 2% | 89%* | . | . | -32%
O=C(Cc1ccc(Br)cc1)NC1CCCCC1 | -8% | 0% | 0% | -1% | -5.7% | -1% | 1.6% | i | 3.5 | 0%
Clc1ccc(Cn2ccc(C3CC3)n2)cc1 | -5% | -23% | 5% | 5% | -4.3% | 8% | -3.4% | i | 0.8 | -12%
O=[N+]([O-])c1cc(-n2cccc2)ccc1N1CCOCC1 | -3% | -26% | 4% | -22% | -1.5% | 0% | -2.2% | i | 0.3 | -27%[20 µM]

5 entries from above, as tab-separated lines:
smiles	LYP inhibition	NOD2 inhibition	Siah-1 displacement	NOD1 inhibition	KOR beta-arrestin-1	Salmonella PhoP GFP	HIV fusion peptide	Myeloid diff 2	Myeloid diff 2 GFP+ MAC1+ %	KOR beta-arrestin-2
CC(=O)N1c2ccccc2C(C)(c2ccccc2)CC1(C)C (stereo not given)	-6%	19%	-2%	1%	3.9%	1%	-0.9%	i	0.7	2%
O=[N+]([O-])c1cc(-n2cccc2)ccc1N1CCOCC1	-3%	-26%	4%	-22%	-1.5%	0%	-2.2%	i	0.3	-27%[20 µM]
CN(C[C@H](Cc1ccccc1)N(C[C@H](Cc1ccccc1)N(CC1(c2ccccc2)CC1)N=O)N=O)N=O	3%	-12%	15%	-33%	-1.3%	-12%	1.2%	i	0.4	-7%
CN1CCc2c1nc1ccccc1c2N (tested in a mixture with another compound)	-3%	0%	-11%	3%	-4.2%	-5%	-0.4%	i	1.3	28%
O=C(Cn1nc(-c2ccccc2)c2ccccc2c1=O)NN1CCOCC1	-8%	6%	-3%	-7%	3.2%	-9%	-0.3%	i	0.8	-17%

Remaining list, next part:
SMILES | LYP inhibition | NOD2 inhibition | Siah-1 displacement | NOD1 inhibition | KOR beta-arrestin-1 | Salmonella PhoP GFP | HIV fusion peptide | Myeloid diff 2 | Myeloid diff 2 GFP+ MAC1+ % | KOR beta-arrestin-2
CCCCC(=O)NC1(C(F)(F)F)NC(=O)N(C)C1=O (stereo not given) | -6% | 10% | 12% | 6% | -1.6% | -8% | -2.0% | i | 0.3 | 22%
COC(=O)c1ccc(COc2ccc(/C=N/O)cc2OC)o1 | -3% | -74% | -5% | -23% | . | -1% | -0.7% | i | 0.3 | -3%[20 µM]
COC(=O)CN(c1ccc(C)c(Cl)c1)S(C)(=O)=O | -5% | -8% | 0% | 28% | 0.5% | 0% | -2.7% | i | 0.8 | -4%
CC(=O)N1CCC(C(=O)Nc2nc(-c3ccccc3)ns2)CC1 | -4% | -28% | 6% | -32% | 6.8% | -3% | 3.8% | i | 8.1 | 16%
COc1ccc(C(=O)c2ccccc2)cc1 | 0% | -24% | -2% | -30% | 9.5% | 0% | 2.1% | i | 0.6 | -2%
CCCC(=O)Nc1nc2ccc3nc(C)sc3c2s1 | -6% | -56% | -1% | 14% | -4.3% | -4% | -0.3% | i | 0.3 | 26%
O=C(OCC(=O)N1CCC(Cc2ccccc2)CC1)c1ccccc1 | 0% | 10% | 2% | -3% | 4.4% | -6% | 3.3% | i | 1.0 | 6%
C=CCOn1c(=O)c(-c2ccc(OC)c(OC)c2)[n+]([O-])c2ccccc21 | 5% | -13% | 2% | -13% | -0.1% | -30% | 7.7% | i | 0.5 | -17%
CCOc1ccccc1N(C(=O)c1ccccc1Cl)C1=NC(C)(C)CS1 | 2% | 11% | -2% | -21% | 0.5% | -3% | 0.5% | i | 1.0 | 5%
COc1cccc(C(=O)Nc2nc3c(c(=O)[nH]2)CCCC3)c1 | -10% | -15% | 3% | -19% | -5.4% | 2% | -1.9% | i | 3.1 | 18%
O=C1N(c2ccccc2)CCN1c1ccccc1 | -3% | -78% | -1% | -63% | -1.4% | 8% | -1.9% | i | 0.2 | -41%[20 µM]
Cc1cnc(C(=O)OCC(=O)NCc2ccccc2)cn1 | -1% | -2% | -1% | -9% | -2.8% | 2% | -1.7% | i | 0.2 | -6%
COc1ccc(/C=N/NC(=O)CN2CCSCC2)c(OC)c1 | -2% | 5% | 2% | -19% | -3.6% | -5% | 1.1% | i | 0.5 | -9%
Cc1c(C(=O)OCCOC(C)C)[nH]c2c1C(=O)CC(C)(C)C2 | -8% | -8% | 3% | -8% | -3.2% | 2% | -1.5% | i | 2.9 | 11%

A portion of the library; the hit share may differ from the screen's.
